Screens (PubChem BioAssay)
FEN1 inhibitor: qHTS Assay for the Inhibitors of Human Flap endonuclease 1 (FEN1). P39748. Recombinant FEN1 flap cleavage, fluorescence, 15 min. Potency, µM (titrated, usually from 114 µM), inactives show at the highest dose activity change, negative = inhibition, usual class: inhibitors. hit rate 0.35% among 390,000; active = well fitted inhibition curve with a large enough effect; inconclusive = small, poorly fitted or top-dose-only effect; inactive = no such curve, though single readings can be large or run the other way; note: nearly all actives have a fitted effect of over 65% in size
Target sequence (P39748 whole entry, looked up): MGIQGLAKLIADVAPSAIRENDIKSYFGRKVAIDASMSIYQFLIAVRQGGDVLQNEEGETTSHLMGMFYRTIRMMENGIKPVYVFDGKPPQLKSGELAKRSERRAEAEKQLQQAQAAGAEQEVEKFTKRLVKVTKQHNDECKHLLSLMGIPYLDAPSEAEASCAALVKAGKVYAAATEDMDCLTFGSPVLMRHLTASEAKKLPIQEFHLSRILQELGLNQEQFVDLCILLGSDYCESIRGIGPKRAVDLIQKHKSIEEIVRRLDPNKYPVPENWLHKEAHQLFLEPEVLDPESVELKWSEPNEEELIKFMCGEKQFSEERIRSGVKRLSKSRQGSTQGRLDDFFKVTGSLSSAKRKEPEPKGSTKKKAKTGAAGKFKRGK
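Steps: FEN1 (10 nM) dispensed; compound added by pin tool; 15 min at room temperature; substrate added to 50 nM final; reads at 0 min and 15 min; data normalized and fitted (four-parameter Hill).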
Numbers without * were called inactive; ? = inconclusive; & = joins results of further samples. % is set by controls: 0 for no effect and ±100 for the full control effect; potency is the fitted concentration of half-maximal effect.

Sample of the layout:
Compound | FEN1 inhibitor
O=c1c2ccccc2oc2ccc(C#CC3(O)CCCCC3)cc12 | -24.7%
COC(=O)c1c(C)oc2ccc(N(C(=O)c3ccncc3)S(=O)(=O)c3c(C)cc(C)cc3C)cc12 | -6.0%
CC(C)C[C@H]1CN([C@@H](CC(C)C)CN2CCCC2CN2C(=S)NC[C@@H]2Cc2ccc(O)cc2)C(=S)N1CC1CCCCCC1 (stereo partly drawn) | 3.2%
Cc1cccc(Nc2ccncc2S(N)(=O)=O)c1 | 2.2%

Main list, from the first entry:
Compound | FEN1 inhibitor
O=c1c2ccccc2oc2ccc(C#CC3(O)CCCCC3)cc12 | -24.7%
COC(=O)c1c(C)oc2ccc(N(C(=O)c3ccncc3)S(=O)(=O)c3c(C)cc(C)cc3C)cc12 | -6.0%
CC(C)C[C@H]1CN([C@@H](CC(C)C)CN2CCCC2CN2C(=S)NC[C@@H]2Cc2ccc(O)cc2)C(=S)N1CC1CCCCCC1 (stereo partly drawn) | 3.2%
Cc1cccc(Nc2ccncc2S(N)(=O)=O)c1 | 2.2%
CCOC(=O)c1c(NC(=O)C2Cc3ccccc3C(=O)O2)sc2c1CCCC2 (stereo not drawn) | 9.5%
COc1ccc(-c2cc(C(F)(F)F)n3ncc(-c4ccccc4)c3n2)cc1 | -5.0%
CC(C)c1nnc(NC(=O)C2CCN(C(=O)C(C)(C)C)CC2)s1 | -9.8%
CCC(C)(C)NC(=O)C(c1ccccc1)N(Cc1cccs1)C(=O)Cn1nnc2ccccc21 (stereo not drawn) | 5.2%
O=C(O)c1cccc2c1-c1c(cccc1[N+](=O)[O-])C2 | -0.4%
COc1ccc(CNS(=O)(=O)CCNCCc2ccccc2)cc1 | -10.5%
COc1ccccc1N1CCN(CCCN2C(=O)C3CCCCN3C2=O)CC1 (stereo not drawn) | -3.5%
Cn1c(=O)c2[nH]c(CN3CCCCC3)nc2n(C)c1=O | 14.2%
Cn1c(=O)[nH]c2c(cnn2C)c1=O | 2.3%
Cc1nc(Nc2ncc3c(n2)CC(C)(C)CC3=O)nc2ccccc12 | 0.1%
O=C(C=Cc1ccc2c(c1)OCO2)c1ccccc1 | -2.6%
CC(C)=CCc1cc([C@@H]2CC(=O)c3ccc(O)c(CC=C(C)C)c3O2)ccc1O | -12.0%
O=C(c1cc2ccccc2oc1=O)N1CCCN(C(=O)c2cc3ccccc3oc2=O)CC1 | -4.0%
COc1cccc(CN2C(=O)[C@H]3Cc4c([nH]c5ccccc45)C(C)(C)N3C2=O)c1 | -7.0%
CCC[N+](C)(C)c1ccc(/C=C/c2ccnc3ccccc23)cc1 | 31.6µM*
O=C(NC(=S)Nc1ccc(-c2ccccc2)cc1)c1ccccc1 | -2.2%
Cc1nc(SCC(=O)N2CCCCCC2)c2c(=O)n(C)c(=O)n(CC(C)C)c2n1 | 0.5%
FC(F)Oc1ccccc1NC(=S)NCCc1ccccc1 | -16.5%
Nc1ccc(C(Cc2ccnc3ccccc23)Cc2ccnc3ccccc23)cc1 | -29.5%
COC(=O)C(N)CCCCN (stereo not drawn) | -0.3%
Clc1cccc(CN2CCC3CC2c2cc(N4CCCCC4)ccc23)c1 (stereo not drawn) | 14.8%

Arranged by formula weight (smallest number first): part of the list above
Compound | FEN1 inhibitor
O=c1c2ccccc2oc2ccc(C#CC3(O)CCCCC3)cc12 | -24.7%
CC(C)=CCc1cc([C@@H]2CC(=O)c3ccc(O)c(CC=C(C)C)c3O2)ccc1O | -12.0%
CCC(C)(C)NC(=O)C(c1ccccc1)N(Cc1cccs1)C(=O)Cn1nnc2ccccc21 (stereo not drawn) | 5.2%

Other entries
Compound | FEN1 inhibitor
O=C(CN(c1cc(C(F)(F)F)ccc1Cl)S(=O)(=O)c1ccccc1)NCCc1ccccc1 | -20.6%
COc1cccc(NC(=O)CC2C(=O)NC3CCCCC3N2C(=O)c2ccccc2)c1 (stereo not drawn) | -0.1%
CCN(CC)C(=O)N1CCc2ccccc2C1CN1C(=O)c2ccccc2C1=O (stereo not drawn) | -4.3%
C#CCNCCS(=O)(=O)N(Cc1ccc(Br)cc1)[C@@H](CC(C)C)C(=O)O | 14.3%
CCOC(=O)c1coc(C(=O)OCC)c1C(=O)OCC | 0.5%
CCOC(=O)C1=CC(=O)CC(C)(C)O1 | -6.5%
CCC1(O)CC2CN(CCc3c([nH]c4ccccc34)C(C(=O)OC)(c3cc4c(cc3OC)N(C=O)C3C(O)(C(=O)OC)C(OC(C)=O)C5(CC)C=CCN6CCC43C65)C2)C1 (stereo not drawn) | 1.6%
O=C(C[n+]1cc(Br)cc(Br)c1)c1ccc2ccccc2c1 | -7.9%
CC12CCC(=O)C=C1C(O)CC1C2CCC2(C)C1CCC2(O)C(=O)CO (stereo not drawn) | -1.8%
CCOc1ccc(NS(=O)(=O)c2cc(NC(=O)CCNC(=O)c3ccco3)ccc2OC)cc1 | -5.0%
COc1ccc(CN2C(=O)[C@H]3Cc4c([nH]c5ccccc45)C(C)(C)N3C2=O)cc1 | ?
COCCNC(=S)N1CCC(C(=O)c2ccc(F)cc2)CC1 | 19.6%
CCCN(CCC)CCNC(=O)Cn1cnc2sc(C)c(S(=O)(=O)N3CCOCC3)c2c1=O | -0.5%
CN=C1N(C)C[C@@H]2[C@@H]3C(=O)N(Cc4ccccc4)C(=O)[C@@H]3[C@](Cc3ccccc3)(C(=O)OC)N12 | 14.3%
C=C1CCN([C@@H](CC(C)C)C(=O)NN2CCOCC2)S(=O)(=O)c2ccccc21 | 13.4%
Cc1ccc[n+](C(C(=S)NCc2ccco2)=C([O-])c2ccccc2Cl)c1 | -2.4%
CCc1nnc(NC(=O)[C@@H]2CCCN2C(=O)c2cccs2)s1 | 6.3%
CC(C)CNS(=O)(=O)c1ccc(CCC(=O)NC2CCCCC2)cc1 | -2.6%
COc1ccc(/C=C/c2ccccn2)cc1 | -0.9%
O=C(CCCCN1CCCCC1)c1ccccc1 | -9.2%
COc1ccc(S(=O)(=O)N2CCN(c3ccccc3)CC2)cc1OC | -5.2%
O=C(CNC(=O)c1cc(=O)[nH]c2ccc(S(=O)(=O)N3CCOCC3)cc12)Nc1ccc(F)c(F)c1 | 1.1%
NN=C1c2ccccc2-c2ccc(N)cc21 | -16.9%
Cc1ccc(-c2nc3cc(NC(=O)c4cc5ccccc5o4)ccc3o2)cc1Cl | 19.8%
Brc1cccc[n+]1Cc1ccccc1C[n+]1ccccc1Br | -12.1%
O=C1/C(=C\c2ccccc2)CCC/C1=C/c1ccccc1 | 2.5%
CCOc1ccc(/C=C(/C#N)c2nnc(N3CCOCC3)n2-c2ccccc2)cc1OC | -2.9%
COC(=O)C1C2CC3c4[nH]c5cc(OC)ccc5c4CCN3CC2CC(OC(=O)CC(C)=O)C1OC (stereo not drawn) | -1.6%
CCOC(=O)/C(=C\c1ccc(N2CCC(c3ccccc3)=N2)cc1)C(C)=O | -6.7%
Cc1cc(NS(=O)(=O)c2ccccc2)ccc1NS(=O)(=O)c1ccccc1 | -5.4%
COc1cccc2cc(C(=O)NC3CC(C)(C)NC(C)(C)C3)c(=O)oc12 | -3.8%
O=C(NCc1cccnc1)[C@@H]1CC=C[C@@H]2CCN(C3CCCCC3)C(=O)[C@@H]21 | 4.0%
Cc1cc(-c2ccccc2)nc(Nc2nc3c(C)cccc3c(=O)[nH]2)n1 | 17.2%
COc1ccccc1C(=O)NC(=S)Nc1cccc2cc(O)ccc12 | -6.8%
O=P(Cc1cccc2ccccc12)(c1ccccc1)c1ccccc1 | -13.6%
Cc1ccc2c(C(=O)CNC3=NCCS3)c(C)[nH]c2c1 | -7.9%
COc1ccccc1C(=O)Nc1ccc(Nc2ccccc2)cc1 | 6.8%
CCc1cnccc1CCC(=O)Nc1ccccc1C | 21.4%
CCC(Sc1ncnc2sc3c(c12)CCCC3)C(=O)OCC(C)C (stereo not drawn) | 8.1%
S=c1[nH]c2cnc(Cl)nc2[nH]1 | 4.0%
O=[N+]([O-])/C=C\c1ccc(N2CCOCC2)cc1 | ?
Cc1cccc(-c2c3c(nc4c2c(=O)n(C)c(=O)n4C)-c2ccccc2C3O)c1 (stereo not drawn) | 0.8%
COc1ccc(-c2cc(C(F)(F)F)nc(SCCC(=O)N3CCN(C)CC3)n2)cc1 | 5.1%
Cc1cnnc2ccccc12 | -11.0%
O=C(O)C(Oc1ccc(Cl)cc1)c1ccc(Cl)cc1 (stereo not drawn) | 0.0%
COc1ccc(C(=O)NCCN(C)C)c2nc3ccccc3cc12 | 14.1µM*
CC(C)(C)OC(=O)N(CCc1ccccc1)Cc1ccccc1OCc1cccc(NC(=O)/C=C/c2ccccc2)c1 | 2.4%
N#CCCN(C(=O)Nc1ccccc1)C1CCCCC1 | -3.9%
Cc1ccn2c(C(=O)N/N=C\c3ccccc3[N+](=O)[O-])c(C)nc2c1 | 6.3%
CCOc1ccc(C2CC(=O)n3nc(-c4ccc(C)cc4)nc3S2)cc1OC (stereo not drawn) | -0.8%

CCC1CCc2nc3sc(C(=O)Nc4ccc(C)cc4C)c(N)c3cc2C1 (stereo not drawn)
  FEN1 inhibitor = 16.7%
COc1ccc(Nc2nnc(-c3ccc(C)c(S(=O)(=O)NCc4nc5ccccc5[nH]4)c3)c3ccccc23)cc1
  FEN1 inhibitor = 14.3%
CN(C(=O)c1ccc(NC(=O)Cc2ccc(NC(=O)C3CCCN(C(=O)C4CC4)C3)cc2)cc1)C1CCCC1 (stereo not drawn)
  FEN1 inhibitor = -13.2%
C1=Cc2ccccc2/C1=C\c1ccc(/C=C2\C=Cc3ccccc32)cc1
  FEN1 inhibitor = 14.2%
CCOc1ccc(-n2c(SC(C)C(=O)OC)nc3c(c2=O)SCC3)cc1 (stereo not drawn)
  FEN1 inhibitor = 2.1%
O=C1NC(=O)C(c2ccccc2)(c2ccc(Cl)cc2Cl)N1 (stereo not drawn)
  FEN1 inhibitor = 14.8%
O=C(COC(=O)c1ccc([N+](=O)[O-])cc1)Nc1cccnc1Cl
  FEN1 inhibitor = -2.8%
COc1ccc2c(=O)c3c(=O)n(CCc4ccccc4)c(C)nc3oc2c1
  FEN1 inhibitor = 0.1%
CCC1(c2ccccc2)SC(=O)NC1=O (stereo not drawn)
  FEN1 inhibitor = -3.9%
O=C1CC[C@@H]2C[C@@]3(C[C@@H]4CCN1[C@H]24)Nc1cc([N+](=O)[O-])ccc1NC3=NCc1ccccc1
  FEN1 inhibitor = ?
CCOC(=O)C1CCCN(C(=O)Cn2ncc3c(=O)oc4ccc(C)cc4c32)C1 (stereo not drawn)
  FEN1 inhibitor = -12.0%
O=C(Nc1ccccc1F)Nc1cccnc1Cl
  FEN1 inhibitor = 3.1%
Cc1ccc(S(=O)(=O)N2CCC(C(=O)Nc3ccc(S(=O)(=O)N4CCOCC4)cc3)CC2)cc1
  FEN1 inhibitor = -5.4%
O=C(NC(=S)Nc1cccc(Cl)c1)c1cncc(Br)c1
  FEN1 inhibitor = -1.9%
N#CCc1cccnc1Sc1ccc(Cl)cc1
  FEN1 inhibitor = -0.3%
CC(C)C[C@H]1CNC(=S)N1CC1CCCN1C[C@H](Cc1ccccc1)N1C[C@H](Cc2ccc(O)cc2)N(CC2CCCCC2)C1=S (stereo partly drawn)
  FEN1 inhibitor = -11.5%
O=C(NCCF)C1Nc2ccc(OC(F)(F)F)cc2C2C=CCC12 (stereo not drawn)
  FEN1 inhibitor = 5.2%
O=C(OCCOc1ccccc1F)c1cc(S(=O)(=O)N2CCOCC2)ccc1F
  FEN1 inhibitor = -5.5%
CCC(C)C1(C2CCCC2)NC(=O)NC1=O (stereo not drawn)
  FEN1 inhibitor = 0.5%
Cc1cc(Br)ccc1NC(=O)COC(=O)c1ccccc1OCC(N)=O
  FEN1 inhibitor = 11.8%
COc1cccc(Oc2c(C)oc3c(CN4CCOCC4)c(O)ccc3c2=O)c1
  FEN1 inhibitor = 13.7%
COc1cccc(/C=c2/[nH]c(=O)/c(=C\c3cccc(OC)c3OC)[nH]c2=O)c1OC
  FEN1 inhibitor = -5.8%
CCN(CC)CCCNc1ccc2ncn3c4ccc(O)cc4c(=O)c1c23
  FEN1 inhibitor = 10µM*
COc1ccccc1OC(C)C(=O)Nc1cccc(-c2nc3ccccc3o2)c1 (stereo not drawn)
  FEN1 inhibitor = ?
Cc1cccc(CN2CCC(CNC(=O)Nc3ccccc3F)CC2)c1
  FEN1 inhibitor = 16.4%

Next section, starting with the last four of the part before.
COc1cccc(/C=c2/[nH]c(=O)/c(=C\c3cccc(OC)c3OC)[nH]c2=O)c1OC
  FEN1 inhibitor = -5.8%
CCN(CC)CCCNc1ccc2ncn3c4ccc(O)cc4c(=O)c1c23
  FEN1 inhibitor = 10µM*
COc1ccccc1OC(C)C(=O)Nc1cccc(-c2nc3ccccc3o2)c1 (stereo not drawn)
  FEN1 inhibitor = ?
Cc1cccc(CN2CCC(CNC(=O)Nc3ccccc3F)CC2)c1
  FEN1 inhibitor = 16.4%
CCCCCCSc1cccc(-c2nc3ccc(Cl)cn3c2NCCCC)c1
  FEN1 inhibitor = -27.2%
O=Cc1ccc2[nH]ccc2c1
  FEN1 inhibitor = 0.7%
COc1ccc(OC)c(NC(=O)c2nc(S(=O)(=O)Cc3ccccc3F)ncc2Cl)c1
  FEN1 inhibitor = ?
O=C(Nc1cccc(C(=O)N2CCCCC2)c1)C1CCC1
  FEN1 inhibitor = 6.8%
CN(C(=O)c1cccc(NC(=O)Cc2ccc(NC(=O)C3CCCN(C(=O)c4ccccc4)C3)cc2)c1)C1CCC1 (stereo not drawn)
  FEN1 inhibitor = -1.7%
CCOc1ccc2ncc(S(=O)(=O)c3ccccc3)c(N3CCN(c4ccccc4)CC3)c2c1
  FEN1 inhibitor = -16.6%
Cc1ccccc1OCCSc1nnc(-c2cccs2)o1
  FEN1 inhibitor = -0.1%
COc1cccc(N2[C@@H](CC(C)=O)c3ccc(/C=C/C(C)=O)cc3S2(=O)=O)c1
  FEN1 inhibitor = -4.6%&-15.0%
FC(F)(F)c1nnc2ccc(N3CCCCC3)nn12
  FEN1 inhibitor = 4.7%
CCOC(=O)c1cnc2c(C)c(Cl)ccc2c1NCCc1ccc(OC)c(OC)c1
  FEN1 inhibitor = -3.6%
COc1ccc2c(c1)O[C@H]1c3ccc(O)cc3OC[C@@H]21
  FEN1 inhibitor = -5.0%

This is a subset (hit frequency here may not be typical).
